Screening data from PubChem BioAssay.
IDE act = activators of human insulin-degrading enzyme in cells | HEK cells, FAbeta-B cleavage, fluorescence polarization; 0% vehicle, 100% cell-free pure enzyme wells | 340,000 tested, 0.073% active | P14735 | activation, % at 5.96 µM;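 active = activation above the mean of all tested compounds plus 3 SD, set per screening campaign, cut at about 17% in these data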
Target sequence (P14735 whole entry, looked up): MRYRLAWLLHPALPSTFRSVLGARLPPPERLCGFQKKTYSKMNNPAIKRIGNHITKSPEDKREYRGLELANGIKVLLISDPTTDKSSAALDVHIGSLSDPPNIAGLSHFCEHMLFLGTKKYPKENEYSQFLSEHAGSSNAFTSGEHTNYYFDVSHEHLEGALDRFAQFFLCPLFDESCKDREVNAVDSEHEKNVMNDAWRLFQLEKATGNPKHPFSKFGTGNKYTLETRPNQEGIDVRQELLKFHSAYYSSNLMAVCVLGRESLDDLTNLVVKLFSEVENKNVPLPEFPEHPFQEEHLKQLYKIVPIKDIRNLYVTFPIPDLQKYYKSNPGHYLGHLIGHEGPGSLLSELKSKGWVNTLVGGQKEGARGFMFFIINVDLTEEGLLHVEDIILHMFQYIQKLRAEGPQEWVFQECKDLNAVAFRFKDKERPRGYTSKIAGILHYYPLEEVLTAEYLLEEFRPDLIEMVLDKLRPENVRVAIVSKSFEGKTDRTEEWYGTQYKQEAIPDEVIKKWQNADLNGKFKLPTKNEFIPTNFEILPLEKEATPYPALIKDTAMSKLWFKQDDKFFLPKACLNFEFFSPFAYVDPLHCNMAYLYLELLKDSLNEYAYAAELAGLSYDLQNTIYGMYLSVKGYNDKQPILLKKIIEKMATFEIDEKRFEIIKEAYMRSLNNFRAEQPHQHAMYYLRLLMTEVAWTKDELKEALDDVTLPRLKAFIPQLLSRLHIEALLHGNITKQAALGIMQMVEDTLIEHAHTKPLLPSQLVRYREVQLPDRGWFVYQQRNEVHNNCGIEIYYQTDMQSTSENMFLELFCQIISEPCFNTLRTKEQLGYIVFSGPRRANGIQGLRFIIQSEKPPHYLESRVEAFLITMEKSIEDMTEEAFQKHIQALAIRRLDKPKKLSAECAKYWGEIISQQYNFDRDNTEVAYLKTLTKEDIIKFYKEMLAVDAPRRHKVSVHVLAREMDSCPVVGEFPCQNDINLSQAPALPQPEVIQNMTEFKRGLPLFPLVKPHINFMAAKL
p-CIP stab down = compounds decreasing mouse p/CIP protein stability; 290,000 tested, 0.01% active; Q05BA5; AID 1984; decrease of EGFP signal, % at 10 µM; F442A p/CIP-EGFP cells, EGFP fluorescence, 16 h;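 active = EGFP signal decrease of at least 30% at 10 µM or well 3 SD below plate mean, unless failing retest; inactive = the rest, including hits failing retest or dose response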; also: some compounds called inactive have numbers as strong as hits; many of its hits are not listed in these tables
GalR3 antag = human GalR3 antagonism. 360,000 tested, 0.44% active. HEK293 GalR3-CNG cAMP membrane potential fluorescence; galR3 body fused to GalR1 C-terminus. O60755. inhibition, % at 3 µM. AID 651719;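 active = inhibition above the screen-wide average plus 3 SD, cut at about 13% in these data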;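 also: forskolin and galanin both at EC90 stimulate the cells; cAMP rise reported by CNG channel membrane potential dye signal; 0% = forskolin plus galanin with DMSO and 100% = forskolin alone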
HCV NS3 hel inh = blocks Hepatitis C virus NS3 helicase unwinding; NS3 helicase DNA unwinding, Cy5 molecular beacon fluorescence; inhibition, % at 10.9 µM; 290,000 tested, 0.56% active; AID 1800;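 active = inhibition above the mean of all tested compounds plus 3 SD, set per campaign, cut at about 35% in these data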;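 also: 0% = DMSO wells and 100% = thioflavine S control wells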
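assay system = NS3 helicase fragment of HCV | buffer or medium = MOPS pH 6.5, MgCl2, DTT, Tween20, BSA | timing = 60 min unwinding reaction at 25 °C after ATP addition | signal = Cy5 beacon fluorescence read at start and 1 h | read-out basis = % inhibition of unwinding | control set = low DMSO, high thioflavine S at 110 µM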
CRFBP-R2 block = antagonists of CRF-binding protein/CRF-R2 receptor complex; HEK293 CRF-R2/CRF-BP, CRF-induced calcium fluorescence; inhibition, % at 11.8 µM; 350,000 tested, 0.59% active;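 active = inhibition of the ligand-induced calcium signal above about 50% at the single tested concentration, limit read from the data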
UBC9 SUMO inh = SUMOylation inhibition. P63279. HTRF SUMOylation assay, SAE1/SAE2 + UBC9, in vitro. inhibition, % at 35 µM. 290,000 tested, 0.36% active. AID 2006; in the data active = inhibition above about 50%, passing the limit was not always enough; also: strong numbers were not always called active
IDE cell inh = inhibits human insulin-degrading enzyme in HEK cells; P14735; FAbetaB cleavage, fluorescence polarization; inhibition, % at 5.59 µM; 320,000 tested, 0.41% active; AID 434962;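 active = percent inhibition above the average of all tested compounds plus 3 SD, set per screening campaign, cut at about 16% in these data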;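 also: IDE supplied by intact live HEK cells; FP after avidin binding of uncleaved biotin substrate so inhibition keeps polarization high; 0% = DMSO wells and 100% = 60 µM reference IDE inhibitor Ii1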
VIM-2 inh = blocks Pseudomonas aeruginosa VIM-2 metallo-beta-lactamase | purified VIM-2, nitrocefin hydrolysis, epi-absorbance fluorescence | inhibition, % at 5.6 µM | 290,000 tested, 0.89% active | AID 1527;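 active = inhibition above the mean of all tested compounds plus 3 SD, cutoff set per screening run, cut at about 7.5% in these data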;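 also: red hydrolysis product quenches plate fluorescence so inhibitors raise well fluorescence; 0% = enzyme with DMSO and 100% = DMSO without enzyme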
IMP-1 inhibitor = blocks Pseudomonas aeruginosa IMP-1 metallo-beta-lactamase; purified IMP-1, nitrocefin hydrolysis, epi-absorbance fluorescence; inhibition, % at 5.6 µM; 290,000 tested, 0.45% active; AID 1556;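 active = inhibition above the mean plus 3 SD of all compounds in the same screening run, cut at about 4.5% in these data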;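 also: 0% = IMP-1 with DMSO and 100% = DMSO wells lacking enzyme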
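Test system: recombinant IMP-1 enzyme, purified / Medium: HEPES buffer pH 7.1 with ZnSO4 and Brij 35 / Doses: single dose, 5.6 µM / Times: 25 °C, 15 min preincubation, 25 min reaction / Detection: Epi-absorbance via hydrolysed-nitrocefin quenching of white-plate fluorescence, 480/530 nm, EDTA stop / Evaluation: percent inhibition from optical density relative to buffer-blank wells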
An asterisk follows results filed as active; . = not tested or not shown.

SMILES | IDE act | p-CIP stab down | GalR3 antag | HCV NS3 hel inh | CRFBP-R2 block | UBC9 SUMO inh | IDE cell inh | VIM-2 inh | IMP-1 inhibitor
COc1ccc(C2=CC(=O)C[C@H](c3ccc(Cl)cc3)C2)cn1 | -2.8 | . | -2.9 | . | -2.0 | . | 6.8 | . | .
COc1ccc(CNC(=O)C2(CC3CC(c4ccccc4)=NO3)CCNCC2)cc1 (stereo not drawn) | -0.5 | . | -6.0 | . | -4.2 | . | -0.9 | . | .
O=C1c2ccccc2C(=O)N1Cc1nc(-c2ccccn2)no1 | 2.1 | -1.0 | 0.8 | 2.6 | 0.7 | -13.4 | -1.0 | -0.5 | -0.7
COc1ccc(CN(Cc2ccc(C(=O)O)cc2)C(=S)Nc2ccc(C)cc2)cc1OC | 2.5 | 9.2 | 10.9 | 12.6 | 21.4 | 8.2 | 0.5 | -3.0 | -1.3
CC(C)c1cccc(C(C)C)c1NC(=O)COc1nncc2ccccc12 | 0.0 | -2.3 | 0.0 | 2.9 | -3.9 | -1.3 | -1.1 | -3.4 | -3.6
Cc1nc(OCc2ccccc2)c2sc3nc4c(cc3c2n1)COC(C)(C)C4 | -0.1 | -12.2 | -5.6 | 2.2 | 7.5 | 18.6 | . | -1.9 | -1.1
O=C(CCCN1C(=O)/C(=C\c2ccco2)SC1=S)Nc1ccc(O)cc1C(=O)O | 3.1 | 5.5 | 0.3 | 16.9 | -3.8 | . | 8.5 | -2.7 | 3.7
CC1CN(C(=O)Cn2c(=O)oc3ccccc32)CC(C)O1 (stereo not drawn) | 2.9 | -11.1 | -7.1 | -8.3 | 4.9 | 1.1 | -1.3 | 0.7 | -4.7
COC(=O)C1CCN(C(=O)c2ccccc2Oc2ccccc2)CC1 | -0.1 | -10.4 | -0.6 | 1.5 | 1.2 | 19.3 | 6.1 | -2.4 | -1.7
O=C(NC1CCCC1)C1CCCN1C(=O)Nc1ccccc1 (stereo not drawn) | -5.2 | -3.6 | -4.8 | 0.4 | -2.2 | 10.4 | -4.3 | -3.5 | -3.3
CCC(C(=O)N1CCOCC1)n1c2ccccc2c2nc(=O)cc(C)n21 (stereo not drawn) | 0.8 | 7.3 | 3.3 | 0.6 | -6.1 | 6.1 | 1.3 | -1.9 | -2.5
COc1ccc(NC(=S)NN(C)C(=S)Nc2ccc(OC)cc2)cc1 | -8.4 | 2.3 | 2.1 | 1.0 | 30.8 | -16.8 | 12.1 | -3.6 | -0.9
C/C(CC(=O)NC1CCCCC1)=N\NC(=O)c1ccc(Br)cc1 | -3.2 | -12.6 | -9.7 | -5.4 | -8.0 | 17.6 | -0.7 | -4.5 | -3.0
O=c1c2nnn(-c3ccc(Br)cc3)c2ncn1Cc1ccccn1 | 0.5 | -0.2 | -3.2 | 6.5 | 3.3 | 6.4 | 7.2 | -2.2 | -2.6
COc1cc(C#N)ccc1OC(=O)Cc1cc(OC)c(OC)c(OC)c1 | 0.4 | -7.3 | -8.4 | 7.0 | 5.4 | 29.6 | -1.8 | -2.0 | -2.0
Cc1ccc(NC(=O)c2ccccc2N2C(=O)C3C4C=CC(C5CC45)C3C2=O)cc1C (stereo not drawn) | 1.4 | -12.5 | -2.9 | 0.9 | -11.6 | 6.4 | -2.6 | -2.2 | -1.3
CSc1ccc(CCNC(=O)C2CCN(c3nnc(-n4cccc4)s3)CC2)cc1 | 2.3 | -12.6 | 3.5 | -0.7 | 7.4 | 17.9 | 1.8 | -2.4 | -3.6
COc1ccc(NC(=O)C2CC2)cc1-n1cnnn1 | -3.8 | -7.5 | -2.0 | 6.1 | 3.9 | -22.5 | 2.0 | -0.3 | -2.1
CCNC(=O)COc1ccc(/C=N/NC(=O)c2cccnc2)cc1OC | 2.3 | -9.0 | -5.6 | 4.6 | 2.1 | 20.8 | 0.1 | -3.1 | -2.0
CNC(=O)NC(=O)COC(=O)CCc1nc(=O)c2ccccc2n1C | 5.5 | -4.7 | -0.8 | 18.7 | 7.3 | 5.6 | 0.3 | -1.2 | -3.0
Cc1n(Cc2ccccc2)c2ccccc2[n+]1Cc1ccccc1 | 3.3 | -19.1 | 0.7 | -7.7 | 9.6 | 10.0 | -0.1 | -0.2 | -3.7
Cc1ccc(NC(=O)C2C3CCC(O3)C2C(=O)O)cc1Cl (stereo not drawn) | 2.2 | -6.8 | -10.8 | -14.4 | 11.3 | 2.3 | -2.2 | 0.5 | -1.0
COc1cc(O)c2c(c1)COC2=O | 6.9 | -2.1 | -1.3 | -9.6 | 60.0* | -9.2 | -2.8 | 2.2 | -2.4
Cc1cc(C(C#N)c2cccc(Cl)c2)n2ncnc2n1 (stereo not drawn) | -3.4 | -15.2 | -3.0 | 4.5 | 33.3 | -2.4 | 0.3 | -1.0 | -1.9

Quoted from above, two compounds:
SMILES | IDE act | p-CIP stab down | GalR3 antag | HCV NS3 hel inh | CRFBP-R2 block | UBC9 SUMO inh | IDE cell inh | VIM-2 inh | IMP-1 inhibitor
O=C(CCCN1C(=O)/C(=C\c2ccco2)SC1=S)Nc1ccc(O)cc1C(=O)O | 3.1 | 5.5 | 0.3 | 16.9 | -3.8 | . | 8.5 | -2.7 | 3.7
CC1CN(C(=O)Cn2c(=O)oc3ccccc32)CC(C)O1 (stereo not drawn) | 2.9 | -11.1 | -7.1 | -8.3 | 4.9 | 1.1 | -1.3 | 0.7 | -4.7

The list continues.
SMILES | IDE act | p-CIP stab down | GalR3 antag | HCV NS3 hel inh | CRFBP-R2 block | UBC9 SUMO inh | IDE cell inh | VIM-2 inh | IMP-1 inhibitor
COc1ccc(CN2CCn3ncc(C(=O)Nc4cc(C)cc(C)c4)c3C2=O)cc1 | 5.3 | -16.9 | 0.0 | 6.0 | 9.6 | 27.1 | -1.1 | -0.7 | -0.6
CCN1C(=O)CC(N2CCC(C(=O)N3CCCCCC3)CC2)C1=O (stereo not drawn) | 3.3 | -12.2 | 4.0 | 5.8 | 13.5 | 18.3 | 5.6 | -0.8 | 0.1
O=C(O)CSc1nnc(-c2cccc(S(=O)(=O)N3CCCCC3)c2)o1 | 5.9 | -6.6 | -4.6 | -22.4 | 2.9 | -5.5 | 8.4 | -2.9 | -2.4
CN(CC(=O)NCc1ccc2c(c1)OCO2)S(=O)(=O)c1ccc(Cl)cc1 | 3.0 | . | -4.9 | . | 1.4 | . | -0.5 | . | .
CCOc1ccccc1NC(=O)COC(=O)CC(NC(N)=O)c1ccc(Cl)cc1 (stereo not drawn) | -2.2 | -6.9 | -6.5 | -6.8 | -15.6 | 1.7 | -4.5 | 0.8 | -0.7
O=C(NCCc1ccccc1)c1cc2ncc(Br)cn2n1 | -2.6 | 0.9 | -4.5 | -1.8 | 18.8 | 1.8 | 3.4 | -1.8 | 0.1
O=C(c1cc(Cl)nc2ccccc12)N1CCc2ccccc2C1 | 0.9 | -4.4 | -1.4 | 15.0 | -11.0 | 1.9 | 3.2 | 1.0 | -3.0
Cc1cc(C)c(NC(=O)c2ccc(S(=O)(=O)N3CCOCC3)cc2)c(C)c1 | 0.3 | -0.5 | -1.8 | 7.6 | -3.7 | -0.5 | 7.2 | -3.7 | -5.0
C=CCSC1=N/C(=C\c2ccc3c(c2)OCO3)C(=O)S1 | 9.5 | 7.0 | -1.9 | 29.3 | -1.6 | 18.5 | 6.6 | -1.8 | -0.9
Cc1cccc(OCC(=O)NCc2cc(C)nc3ccccc23)c1 | 5.8 | 2.0 | 2.4 | -7.0 | 6.6 | 10.9 | 6.7 | -2.5 | -1.2
O=C(NCc1ccccc1)c1nc2ccccc2s1 | -2.3 | 1.2 | -4.6 | 4.0 | 0.1 | 9.6 | 7.9 | -2.5 | -1.1
CCC/C(C#Cc1ccsc1)=C1/c2ccccc2C(=O)N1c1ccccc1 | 3.0 | . | -7.6 | . | -1.7 | . | -1.0 | . | .
CCCn1nnc(NC(=O)c2cc(Br)ccc2OC)n1 | 5.6 | -14.1 | -4.2 | -9.5 | -5.8 | 6.7 | -0.6 | 2.7 | -6.5
COc1ccc(S(=O)(=O)NCC2CC3C=CC2C3)cc1OC (stereo not drawn) | 0.8 | 14.7 | -6.4 | -1.5 | -7.6 | -9.7 | 2.3 | -1.9 | 0.0
O=C(OC1CCS(=O)(=O)c2sccc21)c1ccccc1 (stereo not drawn) | 1.6 | -4.4 | -0.5 | 10.6 | -11.1 | 35.7 | -0.6 | -1.9 | -2.5
S=c1[nH]ncc2ccccc12 | -0.8 | 9.8 | -1.4 | -2.3 | 9.1 | 8.6 | 3.0 | 2.0 | -3.7
COc1cc(/C=N/NC(=O)c2cnn3c(C)cc(-c4ccccc4)nc23)ccc1O | 1.4 | -10.3 | 0.0 | 1.8 | 11.7 | -11.2 | -2.1 | 0.0 | -2.5
CCN(CC1COc2ccccc2O1)C(=S)Nc1ccc(F)cc1 (stereo not drawn) | 3.5 | -19.7 | -2.0 | -3.3 | -10.0 | -7.6 | -2.6 | 0.1 | -2.8
Cc1noc(/C=C/N(C)C)c1S(=O)(=O)N1CCCC(C(=O)NCc2ccc(Cl)cc2)C1 (stereo not drawn) | 3.5 | -0.1 | -5.2 | 5.3 | -19.4 | -4.9 | 2.7 | -4.0 | -3.6
COc1ccc(CCNC(=O)c2cc(C)oc2C)cc1 | 2.1 | -11.6 | -2.2 | 1.4 | -3.4 | 10.0 | 7.2 | -3.8 | -6.2
C=CCNc1nc(=S)[nH]c2cc(OC)c(OC)cc12 | 3.4 | 8.2 | -5.6 | 9.4 | -9.9 | 2.6 | 4.6 | -0.8 | -4.1
CC(OC(=O)c1ccc2ncsc2c1)C(=O)N(C)C1CCCCC1 (stereo not drawn) | 3.6 | . | -1.5 | . | 16.7 | . | -0.1 | . | .
CC(C)(C)c1ccc(C(=O)Nc2nonc2-c2nc3ccccc3[nH]2)cc1 | -1.1 | -11.3 | -2.3 | 19.2 | 6.8 | 25.3 | 4.7 | 1.5 | -1.4
O=C(CNC(=O)c1ccc2c(c1)OCO2)N/N=C/c1cc(Br)ccc1O | 0.6 | -3.7 | -8.2 | -1.2 | 7.8 | 17.0 | -0.2 | -3.4 | -3.2
Cc1ccc(NC(=O)COC(=O)c2ccc(Cl)nc2)cc1S(=O)(=O)N1CCCCC1 | 2.4 | . | -0.8 | . | -4.4 | . | -3.1 | . | .
Cc1ccc(N2C(=O)CC(Sc3ncccn3)C2=O)cc1C (stereo not drawn) | -3.5 | -7.5 | -2.6 | -3.6 | -0.1 | 6.7 | . | -0.1 | -3.8
C=CCn1c(C)nnc1SCC(=O)NC1CC1 | 1.8 | -11.3 | -3.4 | 14.9 | -14.7 | 10.2 | -2.0 | 1.4 | 1.8
CC(Cc1cccs1)NC(=S)Nc1ccc(Cl)cc1 (stereo not drawn) | 3.6 | -7.4 | -4.8 | -5.0 | 18.3 | -16.7 | 2.7 | -2.0 | -3.1
COc1ccc(-c2cc(C(F)(F)F)nc(-n3ccnc3C)n2)cc1 | 5.6 | 0.3 | 1.9 | -1.7 | -33.3 | 24.8 | 4.7 | 0.0 | -1.9

This is a random part of the collection. About 3.2% of those tested had a hit in this group.
